Screening results as filed in PubChem.
hgDAF12 agonist – hgDAF-12 agonism, primary luciferase screen. HEK293 GAL4-hgDAF12 UAS-luciferase reporter, agonist luminescence; normalized to butyrate control. activation, % at 6.8 µM. 370,000 tested, 1.8% active. AID 687014;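 active = activation above a cutoff set at the mean of all screened compounds plus 3 SD, cut at about 10% in these data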;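 also: 0% = DMSO wells and 100% = sodium butyrate wells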
DAX1 inh-1 – inhibitors of human orphan nuclear receptor DAX1 (NR0B1). P51843. HEK293 Gal4-DAX1 luciferase reporter, luminescence. inhibition, % at 6.75 µM. 340,000 tested, 0.99% active. AID 504766;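 active = inhibition above the mean over all tested compounds plus 3 SD, cut at about 4.2% in these data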;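 also: 0% = DAX1-transfected cells with DMSO and 100% = empty-vector control cells with DMSO; inhibition shows as a rise in luminescence from relieved DAX1 repression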
Target sequence (P51843 207-470 limits assumed): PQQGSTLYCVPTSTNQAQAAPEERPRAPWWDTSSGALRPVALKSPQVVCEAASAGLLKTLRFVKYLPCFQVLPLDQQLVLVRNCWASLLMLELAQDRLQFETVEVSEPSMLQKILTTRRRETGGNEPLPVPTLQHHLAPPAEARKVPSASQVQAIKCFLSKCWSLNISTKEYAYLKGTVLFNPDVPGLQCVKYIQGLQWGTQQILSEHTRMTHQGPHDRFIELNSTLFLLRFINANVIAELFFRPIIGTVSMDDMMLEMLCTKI
ssDAF12 agonist – S. stercoralis DAF-12 activation, primary screen; 370,000 tested, 1% active; AID 652126; activation, % at 6.8 µM; HEK293 ssDAF-12/GRIP1 lit1-tk-luc reporter, luminescence; % of 3 µM dafachronic acid response;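 active = activation above the mean over all tested compounds plus 3 SD, cut at about 0.9% in these data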;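 also: 0% = DMSO-only wells and 100% = 3 µM delta7-dafachronic acid wells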
SMARCA2 act – SMARCA2 function activation, primary screen | MG213 cells, MMTV-luciferase reporter, dexamethasone, overnight | activation, % at 9.1 µM | 370,000 tested, 1% active; in the data active = activation above about 7.8%;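 also: 0% = vehicle wells and 100% = reference activator wells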
DAX1 inh-2 – inhibitors of DAX1 repression of SF-1 activated StAR promoter | HEK293T StAR-luciferase reporter, SF-1/DAX-1 repression relief | AID 652010 | inhibition, % at 6.8 µM | 370,000 tested, 1.1% active;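 active = inhibition above the mean over all tested compounds plus 3 SD, cut at about 3.6% in these data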;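 also: 0% = DAX-1 cells with DMSO and 100% = cells lacking DAX-1 with DMSO; higher inhibition means more luminescence from relief of DAX-1 repression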
FXN GAA850 act – frataxin GAA850 promoter activation | 360,000 tested, 0.56% active | HEK293 lucGAA850 FXN promoter luciferase reporter, 24 h; percent of 10 µM SAHA response | activation, % at 6 µM | AID 540364;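 active = activation above the average of all compounds screened plus 3 SD, cutoff fixed separately per campaign, cut at about 7.5% in these data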;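 also: 0% = DMSO wells and 100% = 10 µM SAHA wells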
NPR2 activator – GC-B (human) receptor activation. AID 1920062. 370,000 tested, 0.11% active. HEK293-GC-B cells, CNP EC30, cGMP TR-FRET; 0% at EC30 CNP, 100% saturating CNP. activation, % at 10 µM;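 active = activation at 10 µM reaching about 35% in either raw or pattern-adjusted values, limit read from the data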
ADAM10 inh – inhibits human ADAM10; O14672; recombinant ADAM10, EDANS/DABCYL FRET peptide cleavage, 3 h; inhibition, % at 7 µM; 370,000 tested, 0.62% active;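 active = inhibition above a per-campaign cutoff equal to the mean of compounds falling between control-based bounds plus 3 SD, cut at about 20% in these data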;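 also: 0% = DMSO wells while the 100% control is not disclosed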
Target sequence (O14672 214-748 limits assumed): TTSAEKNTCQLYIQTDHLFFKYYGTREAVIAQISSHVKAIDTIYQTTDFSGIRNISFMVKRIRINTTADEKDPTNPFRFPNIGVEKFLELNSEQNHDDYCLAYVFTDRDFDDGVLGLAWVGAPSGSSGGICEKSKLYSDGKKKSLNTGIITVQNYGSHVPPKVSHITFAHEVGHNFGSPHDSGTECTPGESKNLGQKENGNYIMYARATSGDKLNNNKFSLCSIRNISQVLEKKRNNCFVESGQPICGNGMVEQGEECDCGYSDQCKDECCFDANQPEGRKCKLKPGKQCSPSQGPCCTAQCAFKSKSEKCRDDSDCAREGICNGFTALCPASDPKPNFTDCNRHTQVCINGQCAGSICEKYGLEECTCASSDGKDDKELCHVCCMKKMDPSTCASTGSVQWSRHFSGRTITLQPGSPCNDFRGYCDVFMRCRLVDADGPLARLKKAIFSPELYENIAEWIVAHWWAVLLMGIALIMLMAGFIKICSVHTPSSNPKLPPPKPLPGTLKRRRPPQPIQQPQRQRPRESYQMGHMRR
HGIII-sPLA2 inh – Inhibits HGIII-sPLA2 liposome hydrolysis, primary screen. Q9NZ20. QFRET BODIPY PC-A2 liposome hydrolysis, fluorescence. inhibition, % at 12.2 µM. 370,000 tested, 0.56% active. AID 743126;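 active = inhibition above mean plus 3 SD of compounds lying within the high and low control bounds, cut at about 19% in these data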;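 also: 0% = median of test compound wells and 100% = no enzyme DMSO wells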
hcDAF-12 act – activates DAF-12 receptor from parasite H. contortus. HEK293 hcDAF-12 lit1-tk-luc reporter, luminescence; 0% DMSO, 100% Δ7-dafachronic acid. activation, % at 6.8 µM. 370,000 tested, 1.4% active. AID 652067;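 active = activation above the mean of all tested compounds plus 3 SD, cut at about 5.5% in these data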;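 also: 100% = response to 3 µM Δ7-dafachronic acid high control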
GC-A act – GC-A (human) enzyme activation; P16066; HEK293 GC-A cells, cGMP TR-FRET, EC30 ANP; 0% at EC30 ANP, 100% saturating ANP; activation, % at 10 µM; 370,000 tested, 0.14% active; AID 1671463; in the data active = activation above about 40%
* marks the source's active call; other numbers are inactive results; i = inactive; x = not tested or not shown.

molecule,DAX1 inh-1,ssDAF12 agonist,hcDAF-12 act,GC-A act,NPR2 activator,FXN GAA850 act,DAX1 inh-2,HGIII-sPLA2 inh,ADAM10 inh,SMARCA2 act,hgDAF12 agonist
C=CCN1C(=O)C(CC(=O)Nc2ccc(OC)cc2)SC1=Nc1ccc(S(N)(=O)=O)cc1 (centres undefined),0.2,-0.8,0.5,1,-2,2.0,-0.7,0,-2,3,0.5
COc1cc(CNC(C)(C)CO)cc(Br)c1OCc1ccc(Cl)cc1,0.6,-1.7,-2.3,-1,-12,-0.4,0.0,1,-1,-1,3.9
COc1cc(CC(=O)OCC(=O)N(C)C2CCCCC2)cc(OC)c1OC,0.3,-0.9,-0.8,4,4,0.7,-0.6,0,-5,-3,-0.5
COc1ccc(NC2CCCN(C(=O)c3oc(C)cc3C)C2)cc1OC (centres undefined),0.4,-1.3,-1.0,3,3,2.5,-0.1,13,-10,1,0.4
COCCCN1C(=O)C(=O)/C(=C(/O)c2ccc3c(c2)OCCO3)C1c1ccc(C(=O)OC)cc1 (centres undefined),-0.2,-0.5,-0.6,8,3,-1.8,0.2,0,-2,3,-1.2
CC1=CC(c2ccccc2)n2ncnc2N1 (centres undefined),0.9,-1.0,-0.2,1,4,1.6,-0.1,0,i,1,0.5
CNC(=S)N(CCc1c(C)[nH]c2ccccc12)Cc1cccnc1,1.8,-0.9,-1.1,-1,-4,2.1,-0.2,7,7,-2,1.3
COc1ccc(S(=O)(=O)NC(=O)C2(C)CCN2C(=O)Cc2cc(F)ccc2F)cc1 (centres undefined),x,0.3,0.0,-1,3,-0.1,1.6,9,2,-1,3.4
CC(C)=C[C@H]1C[C@H](C)[C@H]2CC[C@H](C)c3c(O)c(O[C@H]4OC[C@H](O)[C@@H](O)[C@@H]4O)c(C)c1c32,x,-1.8,-1.3,1,-8,-3.6,-0.2,-18,-2,-1,2.2
CCCc1nnc(SCC(=O)N2CCCC2)n1Cc1ccco1,-0.3,-1.1,0.5,0,7,-0.4,-0.1,1,7,0,-0.5
COc1ccc(-c2cc(C(=O)NCc3cccc(Cl)c3)[nH]n2)c(C)c1,x,-0.9,-2.5,2,2,0.7,1.5,3,3,-3,-1.1
CC(C)CCC1CC(CSC(=N)N)OC1=O (centres undefined),0.9,-1.5,1.6,4,-3,6.1,-0.5,-5,-9,-2,0.3
C[C@@H]1/C=C/CC(=O)N[C@H](c2cccc(Br)c2)[C@H](C)/C=C/CC(=O)N[C@@H]1c1cccc(Br)c1,x,-1.4,-3.5,-2,-2,x,-1.1,-5,4,1,-2.0
Cc1ccc(C)c(-c2cc(C(=O)NCc3cccs3)c3ccccc3n2)c1,-0.7,-0.8,-1.2,3,-2,-1.8,-1.2,-7,20*,-2,-4.3
CN(C)CC(C)(C)CNC(C(=O)Nc1ccc(Cl)cc1C(F)(F)F)c1ccccc1 (centres undefined),1.1,-1.5,-0.5,-1,-7,1.8,0.2,-2,6,1,1.0
Cc1ccccc1C(=O)NC(NC(=O)c1ccccc1C)c1cccc([N+](=O)[O-])c1,2.1,-1.8,-1.2,-17,0,-2.1,-0.4,1,-10,1,-0.9
CNc1oc(-c2ccc(Cl)cc2)nc1C#N,1.5,-1.7,-0.3,27,1,0.9,0.9,-2,i,4,7.4
CC1(C(=O)Nc2ccccc2Br)CCN1C(=O)Cc1ccccc1Cl (centres undefined),x,-0.7,-1.5,1,-1,-1.3,0.0,-2,-3,-2,0.6
COc1ccc2nc3sc(C(=O)NCc4cccs4)c(N)c3cc2c1,x,-0.2,3.4,-1,1,x,3.2,6,-44,7,8.8
Cc1ccccc1S(=O)(=O)Cc1ccc(C(=O)NC2CCCCC2C)o1 (centres undefined),-0.7,-1.5,-1.3,0,10,-0.9,-0.3,-2,3,-1,1.4
COCCNC(=S)Nc1cccc2cnccc12,1.1,-0.4,-0.8,x,x,0.5,-0.8,4,2,1,-4.1
Cc1ccc(Cn2nc(C)c(NC(=O)c3cc(C)no3)c2C)cc1,0.1,-0.3,-1.1,12,8,0.9,-0.8,14,-13,-4,-1.0
Cc1cc(C)c2sc(NNC(=O)c3ccc(S(=O)(=O)N4CCc5ccccc5C4)cc3)nc2c1,-2.2,-0.7,-1.5,-2,0,-3.7,-3.6,45*,11,-2,-8.7
C=C(C)CN1C(=O)C(O)(CC(=O)c2ccc3c(c2)OCCO3)c2ccccc21 (centres undefined),-0.4,-1.3,-0.9,1,4,-0.9,-0.1,-7,-7,-4,1.2
CCOc1cccc(C(=O)NNC(=O)C2C3C=CC(C3)C2C(=O)O)c1 (centres undefined),0.3,-0.9,2.4,1,1,3.5,1.0,3,-2,0,-1.9
Cc1cc(C)cc(N2C(N)=NC(N)=NC2c2cccc(Cl)c2)c1 (centres undefined),1.7,-1.2,-1.6,-6,-8,1.6,-0.1,-13,8,-2,3.0
CC(C)(C)OC(=O)N1CCC(c2c(C(=O)N3CCN(C(=O)c4ccco4)CC3)cnn2-c2cccc(Cl)c2)CC1,-0.1,-1.1,-0.2,7,4,0.4,-0.2,-1,-2,-1,-0.3
CCOc1ccccc1-n1ccn(CC(=O)Nc2ccc(Br)cc2F)c(=O)c1=O,-0.8,-1.1,-0.4,1,0,-1.6,-0.4,15,-11,-2,-0.7
CC(=O)c1c(C)[nH]c(C(=O)OCC(=O)c2c(N)n(CC(C)C)c(=O)n(C)c2=O)c1C,-0.7,-1.0,-1.3,3,-2,0.8,-0.5,10,-14,-1,-0.5
CC(C)OP(=O)(O)C(C)NC(=O)OCc1ccccc1 (centres undefined),x,-0.6,-1.5,-2,6,x,-0.4,2,-1,-2,-2.8
CCc1noc(C)c1C(=O)N1CCCC(N2CCN(c3ccccc3F)CC2)C1 (centres undefined),-0.2,-0.8,-0.6,2,5,-0.3,-0.8,5,-8,2,-2.4
Cc1ccc(S(=O)(=O)O/N=C2\CCCc3ccccc32)cc1,0.0,-0.2,3.4,-3,2,2.7,-0.7,1,-2,1,4.8
CCn1c(SC)nnc1-c1sc2cc(Cl)ccc2c1Cl,-1.1,-1.3,-1.8,-8,12,4.8,-0.9,-5,-9,1,2.7
CC(C)CCN(C(=O)c1ccc(Br)cc1)c1c(N)n(Cc2ccccc2)c(=O)[nH]c1=O,1.2,-1.3,1.3,-1,2,0.9,1.3,4,-2,1,1.5
COc1cccc(OCC(O)CN2CCN(c3ncccn3)CC2)c1 (centres undefined),-0.3,-1.9,-1.7,2,1,0.9,1.1,2,-1,-2,0.1
CC1CCCC(C)N1C(=O)Cn1c(=O)sc2ccccc21 (centres undefined),0.9,-0.6,0.0,-1,-6,1.0,1.0,-5,-8,0,1.4
COc1cc(C(=O)N(C)Cc2cccc(OC)c2OC)ccc1OCC(=O)Nc1cccc(C(F)(F)F)c1,-4.0,-1.4,-1.2,2,1,-3.4,-0.7,2,-15,-2,-0.4
C[N+]12CCC(CC1)C(OC(=O)C(O)(c1ccccc1)c1ccccc1)C2 (centres undefined),-0.5,-1.4,0.2,1,5,2.2,-0.6,-2,-1,-5,-2.0
NS(=O)(=O)c1ccc(CCNC(=O)CCNS(=O)(=O)c2ccccc2C(F)(F)F)cc1,0.8,-1.5,-1.0,-1,1,-0.9,-0.4,-6,-18,-3,-2.1
O=C(CSc1nc2ccc([N+](=O)[O-])cc2s1)c1ccc2ccccc2c1,0.1,-0.9,2.1,2,-12,0.0,0.5,1,12,-2,3.4
CC(C)(C)NC(=O)C(c1ccc(-c2ccccc2)cc1)N(C[C@H]1CC[C@@H]([C@@H]2CC[C@H](CO)O2)O1)C(=O)c1ccc2ccccc2c1 (some centres undefined),-0.1,-1.3,-0.2,0,2,-0.6,0.3,-18,21*,-5,1.6
O=Cc1cn(-c2ccccc2)nc1-c1cccc([N+](=O)[O-])c1,-0.4,-1.8,-0.6,3,-12,1.7,-1.6,5,-12,1,2.1
O=C(c1ccccc1)c1cc2ccc(O)cc2oc1=O,2.5,-0.8,1.7,1,-3,0.4,-0.4,-1,-18,1,3.5
COC(=O)c1cccc(S(=O)(=O)N(Cc2ccco2)Cc2cc3cc(OC)c(OC)cc3[nH]c2=O)c1,-0.2,-0.8,-0.9,7,2,0.5,-1.1,1,-49,-2,0.5
CCCCC1(C)OC(=O)C(=Cc2c[nH]c3ccccc23)C(=O)O1 (centres undefined),-0.8,0.5,3.9,0,0,-0.5,-0.5,-4,3,0,-0.8
CC(=O)Nc1ccc(S(=O)(=O)N(C)CC(=O)OCC(=O)N2CCCCC2)cc1,0.3,-0.9,0.8,2,9,2.4,0.4,2,2,1,3.9
O=C(CSc1nnc(-c2cccnc2)n1Cc1ccccc1)NCc1ccco1,-0.6,-1.3,-0.8,0,2,-0.9,0.1,2,-6,-1,-1.2
O=C(N/N=C/c1ccoc1)c1ccccc1,1.3,1.1*,3.8,2,9,2.2,6.4*,-2,17,3,11*

Reformatted with each value named: entries from further up
> O=C(c1ccccc1)c1cc2ccc(O)cc2oc1=O
  DAX1 inh-1 = 2.5
  ssDAF12 agonist = -0.8
  hcDAF-12 act = 1.7
  GC-A act = 1
  NPR2 activator = -3
  FXN GAA850 act = 0.4
  DAX1 inh-2 = -0.4
  HGIII-sPLA2 inh = -1
  ADAM10 inh = -18
  SMARCA2 act = 1
  hgDAF12 agonist = 3.5
> COC(=O)c1cccc(S(=O)(=O)N(Cc2ccco2)Cc2cc3cc(OC)c(OC)cc3[nH]c2=O)c1
  DAX1 inh-1 = -0.2
  ssDAF12 agonist = -0.8
  hcDAF-12 act = -0.9
  GC-A act = 7
  NPR2 activator = 2
  FXN GAA850 act = 0.5
  DAX1 inh-2 = -1.1
  HGIII-sPLA2 inh = 1
  ADAM10 inh = -49
  SMARCA2 act = -2
  hgDAF12 agonist = 0.5
